# GALR2 antag: GALR2 antagonists in receptor-expressing cells, primary screen; 0.39% of 140,000 active; inhibition, % at 4 µM; Galanin receptor type 2 (Homo sapiens), O43603; antagonist mode; AID 828, 2007; in the data active = inhibition above about 27%;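 note: cells stimulated with galanin 1-16 at roughly its EC80; 0% = agonist challenge control and 100% = basal control without agonist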
# Target sequence (O43603 whole entry, looked up): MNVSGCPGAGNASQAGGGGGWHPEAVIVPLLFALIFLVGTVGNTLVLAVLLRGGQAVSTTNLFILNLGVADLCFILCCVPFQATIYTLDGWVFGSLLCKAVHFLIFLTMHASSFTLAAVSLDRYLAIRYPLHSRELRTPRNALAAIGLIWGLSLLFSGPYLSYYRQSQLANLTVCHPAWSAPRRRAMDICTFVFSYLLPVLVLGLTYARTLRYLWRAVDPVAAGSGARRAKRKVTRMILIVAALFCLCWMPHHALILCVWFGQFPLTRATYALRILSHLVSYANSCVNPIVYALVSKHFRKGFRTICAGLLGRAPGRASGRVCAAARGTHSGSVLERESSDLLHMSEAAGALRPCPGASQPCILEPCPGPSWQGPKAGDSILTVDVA
# Yeast growth inh: growth inhibitors of yeast BB579 in restrictive medium, primary screen, yeast lifespan-shortening project, S. cerevisiae; OD615, 48 h; inhibition, % at 10 µM; 0.51% of 140,000 active;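 active = inhibition above a set limit, 3 SD over the mean compound inhibition, cut at about 44% in these data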; note: inactives centre near -24
#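 System: DeaD yeast strain BB579; buffer or medium: CSMM-D dextrose restrictive medium; technique: OD at 615 nm; schedule: 4 h cell preincubation, 48 h compound exposure, 30 °C humidified; doses: single 10 µM dose; controls: amphotericin B 10 µg/mL, positive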
# bCat KO growth: primary screen for growth suppressors in beta-catenin knockout HCT116 cells (colon tumor, human) | HCT116 beta-catenin knockout viability, CellTiter-Glo, 60 h; hits give low values | viability, % at 10 µM | 1.5% of 140,000 active | AID 818, 2007;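 active = viability at or under a set limit, the compound median less 4 SD, cut at about 6% in these data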;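 note: 0% = Hyamine 1622 control at 20 µM and 100% = untreated cell control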
# NPY Y2 blocker: NPY-Y2 receptor antagonists, primary screen, cell-based | 0.99% of 140,000 active | Neuropeptide Y receptor type 2 (Homo sapiens), P49146 | AID 793, 2007 | inhibition, % at 2.7 µM | NPY-Y2 expressing cells, antagonist mode; in the data active = inhibition above about 17%;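 note: 0% = vehicle with agonist challenge and 100% = reference antagonist with challenge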
# Target sequence (P49146 whole entry, looked up): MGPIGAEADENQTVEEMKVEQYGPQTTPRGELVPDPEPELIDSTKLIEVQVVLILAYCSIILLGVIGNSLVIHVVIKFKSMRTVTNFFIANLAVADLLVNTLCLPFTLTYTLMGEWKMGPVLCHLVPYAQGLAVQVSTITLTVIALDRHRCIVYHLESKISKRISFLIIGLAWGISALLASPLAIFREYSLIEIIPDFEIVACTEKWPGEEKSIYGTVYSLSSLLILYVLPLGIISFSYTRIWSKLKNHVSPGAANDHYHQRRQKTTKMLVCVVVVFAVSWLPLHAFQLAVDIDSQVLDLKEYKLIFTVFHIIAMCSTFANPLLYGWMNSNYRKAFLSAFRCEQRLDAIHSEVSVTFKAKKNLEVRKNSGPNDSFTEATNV
# MRP1 act: H69AR viability gain despite doxorubicin, primary screen, MRP-1 activator project, H69AR cells, CellTiter-Glo. viability increase, % at 10 µM. viability rescue. 0.61% of 140,000 active;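 active = viability gain under doxorubicin at or above a set limit, the compound median plus 3 SD, cut at about 4.7% in these data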;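 note: MRP-1 overexpressing cells given doxorubicin 25 µM after compound pretreatment; 18-22 h compound pretreatment then 72 h with doxorubicin before readout; 0% = doxorubicin-only wells and 100% = vehicle-treated cells without doxorubicin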
# PTEN del growth: growth suppression of PTEN-null HCT116, primary screen, cell-based, CellTiter-Glo. HCT116 PTEN-null viability, 60 h; hits give low values. viability, % at 10 µM. 1.2% of 140,000 active. AID 827, 2007;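 active = viability at or below a set limit, 4 SD under the median of all tested compounds, cut at about 3.7% in these data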;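 note: PTEN knockout HCT116 line with beta catenin targeted HCT116 as companion control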
# Yeast lifespan up: compounds extending yeast replicative lifespan, primary screen, S. cerevisiae, OD615; S. cerevisiae growth with nicotinamide; deaD strain in restrictive glucose medium; 0.68% of 130,000 active; inhibition of the nicotinamide effect, % at 10 µM; AID 775, 2007;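 active = inhibition above a set limit, placed 3 SD over the median of all compounds, cut at about 26% in these data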;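 note: 0% = nicotinamide-treated wells and 100% = cells grown without nicotinamide; some compounds called inactive have numbers as strong as hits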
#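 System: Modified budding yeast, DeaD strain | Buffer or medium: Restrictive glucose medium | Also added: 1.5 mM nicotinamide | Doses: 10 µM single point, 0.25% DMSO | Schedule: 48 h compound exposure at 30 °C, humidified | Detection: Absorbance at 615 nm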
# Phagocyt inh: inhibitors of macrophage phagocytosis, primary screen, imaging, J774A.1 cells, IgG beads; J774A.1 macrophage IgG-bead phagocytosis; inhibition, % at 5 µM; 0.07% of 110,000 active;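 active = inhibition above the mean of the plate negative controls plus 5 SD, cut at about 13% in these data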;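 note: phagocytic index as fraction of beads internalized from green versus red external bead signal; plate controls were DMSO negative control for no effect and cytochalasin-D positive control for full effect; some results beyond the cut were filed as inactive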
# Measles CPE: compounds protecting cells from measles virus cytopathic effect, primary screen, measles RdRp inhibitor project, single point, MLSMR library, absorbance; protection (pct of control), % at 4 µM; AID 841, 2007; Measles virus-infected cells, CPE protection; 1.5% of 140,000 active; in the data active = protection mostly above about 24%, no sharp cut-off; inactive = mostly below about 26%; note: some compounds called inactive have numbers as strong as hits
# E-sel TNF inh: E-selectin induction blockers in HUVEC – imaging, immunofluorescence, high content, primary screen | HUVEC TNFa-induced E-selectin immunofluorescence | inhibition, % at 2 µM | 0.71% of 120,000 active | AID 1246, 2008;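 active = inhibition above the batch mean plus 3 SD, and confirmed as a hit on visual image review, cut at about 43% in these data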;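 note: 0% = TNF-stimulated DMSO wells and 100% = unstimulated control wells; not every result past the cut was called active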
# * marks the source's active call; other numbers are inactive results; . = no result given.
SMILES,GALR2 antag,Yeast growth inh,bCat KO growth,NPY Y2 blocker,MRP1 act,PTEN del growth,Yeast lifespan up,Phagocyt inh,Measles CPE,E-sel TNF inh
Cc1cc2c(cc1C)CSC(c1c(O)ccc3ccccc13)SC2,3,20,4.6*,-3,-2.3,6,-9,.,17,6
O=C(O)C1CCCCC1C(=O)NCCC(c1ccccc1)c1ccccc1 (stereo unspecified),7,-25,84,1,-3.4,93,-15,.,5,22
CCCC(=O)c1cc(F)c(N2CCN(S(=O)(=O)c3ccccc3)CC2)cc1C,2,2,88,2,-3.5,89,2,-3,3,11
O=C(O)CCCCCn1c(SCc2cc(=O)n3ccccc3n2)nc2ccsc2c1=O,-8,-53,78,3,0.6,88,-1,0,5,13
CCC(=O)Nc1ccccc1C(=O)OC(c1ccccc1)c1ccccc1,10,-4,77,24*,-3.0,77,-6,-3,9,.
COc1ccc(CCNC(=O)CN(C2CCCCC2)S(C)(=O)=O)cc1OC,3,-1,104,2,-0.7,98,-9,2,9,-8
CCN1CCN(C(=S)c2ccc(OCC(=O)N3CCOCC3)cc2)CC1,-2,-25,93,0,1.1,117,-6,-1,6,13
CC(C)C1NC(=S)N(C2CCCCC2)C1=O (stereo unspecified),5,-31,91,0,0.5,93,0,.,25,-10
O=C(CSc1nc2ccccc2c(=O)[nH]1)N1CCOCC1,8,-58,95,4,0.1,105,1,-2,11,-36
O=C(OCc1ccc(C(=O)c2ccccc2)cc1)c1cccc(-c2nnc(-c3ccccc3)o2)c1,-12,-59,74,2,4.5,72,0,.,4,-10
CC(C)(C)NC(=O)NC(=O)COc1ccccc1C#N,-9,-33,88,1,-0.7,87,-16,.,11,18
O=C(O)c1ccc(C(=O)Nc2cccc(NC(=O)C3CCCO3)c2)cc1 (stereo unspecified),-2,5,95,3,-0.5,100,-11,-1,1,-92
Cc1ccc(CN2CCN(/N=C/c3ccc(C(=O)O)cc3)CC2)cc1,5,-2,94,1,0.3,84,2,-8,20,12
CCOc1ccccc1C1C(C(N)=O)=C(C)Nc2nc(-c3ccc(OC)cc3)nn21 (stereo unspecified),8,-10,103,2,-2.8,86,-10,.,4,2
CCC(c1nc2ccccc2c(=O)n1-c1nc2ccccc2s1)N1C(=O)c2ccccc2C1=O (stereo unspecified),-2,-51,80,4,0.2,69,14,-6,4,7
O=C(COc1ccc2ccccc2c1)NC1=NCCS1,4,-42,88,0,0.4,108,-15,.,15,0
Cc1ccc(/C=C/C(=O)c2nc3ccccc3[nH]2)cc1,-2,-68,2.5*,5,-5.5,2.7*,-26,.,0,-11
N#CC1=C2SCN(Cc3ccco3)CN2C(=O)CC1c1ccc(Cl)cc1 (stereo unspecified),0,-31,85,0,-3.2,82,-18,-1,8,-19
S=C1COC(c2ccccc2)N1c1ccccc1 (stereo unspecified),20,-16,85,1,-1.5,90,.,.,7,12
Cc1ccc(S(=O)(=O)N2CCN(S(C)(=O)=O)C2)cc1,7,-14,99,3,-0.6,99,-11,.,6,9
CCn1c(SCC(=O)Nc2nnc(C)s2)nnc1-c1ccncc1,-12,13,95,3,1.1,97,-3,-1,6,-22
Cc1ccc(Oc2nc3c(c(=O)n(Cc4ccccc4F)c(=O)n3C)n2C)cc1,19,-35,94,3,0.1,92,3,-1,14,-9
CC(C)C(=O)Nc1ccc(C(=O)NCc2cccnc2)cc1,5,-26,99,3,-3.5,98,-7,.,12,-5
Cc1ccc(-c2cc(-c3ccccc3Cl)[nH]n2)c(O)c1,2,92*,26,-4,-1.9,44,-19,-1,11,.
N/C(=N\OS(=O)(=O)c1ccccc1)c1ccccn1,-6,-21,96,0,2.6,89,16,5,17,.

# Going on with the list:
SMILES,GALR2 antag,Yeast growth inh,bCat KO growth,NPY Y2 blocker,MRP1 act,PTEN del growth,Yeast lifespan up,Phagocyt inh,Measles CPE,E-sel TNF inh
COc1cccc(C(=O)c2c[nH]c(C(=O)NCc3cccs3)c2)c1,16,-25,102,0,-1.2,106,4,0,4,.
CC1C2CC(C(CN(C)C)/C2=N/O)C1(C)C (stereo unspecified),16,-58,90,0,0.1,107,7,0,28,.
CCn1c(SCC(=O)c2ccc3ccccc3c2)nnc1-c1cccs1,7,-44,107,9,-0.5,102,-13,.,18,-17
CCOC(=O)C1=C(C)Nc2nc(C)nn2C1c1cc(OC)ccc1OC (stereo unspecified),-2,-16,88,-2,-0.9,101,4,.,11,-15
Cn1c(CNc2nc(-c3ccccc3)cs2)nnc1SCC(=O)OC1CCCCC1,8,-16,96,3,-3.0,102,-6,.,6,7
Cc1ccc(Cn2c(Cc3ccccc3)nc3ccccc32)cc1,-3,-23,82,3,-0.9,73,3,2,6,-28
CN(C)/C=c1\sc2c(C#N)cc(C(=O)c3ccc(Br)cc3)n2c1=O,9,-53,98,0,-0.9,87,43,0,18,.
Cc1cc(C(=O)OCC(=O)Nc2cccc(S(=O)(=O)N3CCOCC3)c2)c(C)o1,-23,-46,101,3,-0.1,114,-5,0,15,-7
Cc1cc(NC(=O)CSc2nnc(-c3ccc(Cl)s3)o2)no1,1,-27,97,0,-0.9,97,-7,-1,86*,.
Cc1ccc(C(=O)Nc2ccc3c(c2)OCO3)cc1S(=O)(=O)N1CCCC1,0,-37,73,1,-0.3,66,-17,-1,.,6
O=C(CSc1nc2ccccc2s1)N1CCN(C(=O)c2ccco2)CC1,2,-10,85,5,-2.5,92,-7,1,15,-18
Cn1c(=O)[nH]c(=O)c2c1nc1n2CCCS1,-4,-23,117,1,0.7,110,-9,-1,3,-6
Cc1onc(-c2ccccc2Cl)c1C(=O)Nc1sc2c(c1C(N)=O)CCC(C)C2 (stereo unspecified),8,-51,43,-2,4.8*,39,.,.,7,5
CCN(CC)C(=O)Oc1cc(=O)n2c3c(cccc13)CCC2,0,-29,99,1,0.8,98,14,-3,17,.
CCN(CC)C(=O)COc1ccc(CC(=O)O)cc1OC,-4,5,87,-1,-1.4,96,-12,6,32,-4
CC1(C)CC(=O)C2=C(C1)N=C1c3ccccc3C(=O)C1C2c1ccc(Cl)cc1 (stereo unspecified),11,-68,31,-5,-2.0,21,-5,0,10,9
CCOC(=O)c1cc2occc2n1CC(=O)N1CCOCC1,3,-12,100,1,-0.3,116,-7,.,19,-18
CCc1ccc(CNC(=O)C2CCC(=O)N2C2CCCCC2)cc1 (stereo unspecified),-7,3,105,3,0.9,104,-9,-1,1,28
CCOc1cccc(C2C(C(=O)c3ccc(C)o3)=C(O)C(=O)N2Cc2ccncc2)c1 (stereo unspecified),-13,-34,89,2,-1.2,96,-2,.,3,7
COc1ccccc1Oc1coc2cc(OC(=O)N3CCOCC3)ccc2c1=O,9,21,96,2,-2.8,98,-6,2,9,-4
CN1CCCN(S(=O)(=O)c2ccc3c(c2)OCCO3)CC1,11,-28,119,1,-2.5,106,-18,.,5,12
O=C(NC1(C(F)(F)F)N=C2SCCN2C1=O)c1ccccc1 (stereo unspecified),-7,9,87,0,0.1,87,1,.,18,-22
COc1ccc(/C=N/NC(=O)Cc2csc(Nc3cccc(C(F)(F)F)c3)n2)cc1C,-13,-28,73,2,0.7,80,-11,.,15,-17
CC(CCc1ccccc1)NC(=O)C(=O)NCc1ccccc1 (stereo unspecified),17,-25,99,2,-0.9,91,4,-1,13,.
COc1ccc(OC)c(S(=O)(=O)N(C)CC(=O)N2CCN(c3cccc(Cl)c3)CC2)c1,-7,-42,81,6,-0.9,89,-10,-1,8,2

# Further records follow.
SMILES,GALR2 antag,Yeast growth inh,bCat KO growth,NPY Y2 blocker,MRP1 act,PTEN del growth,Yeast lifespan up,Phagocyt inh,Measles CPE,E-sel TNF inh
O=C(Nc1ccc(N2CCN(C(=O)c3ccc(Cl)cc3)CC2)cc1)c1cccnc1,6,-32,99,-1,-1.9,100,-10,-1,6,-6
COC(=O)CCSCC(=O)Nc1nnc(C)s1,3,-21,93,4,-2.3,97,-8,-1,1,1
Cc1nc(Cl)sc1C(=O)Nc1cccc(Cl)c1C,-6,-17,67,-2,-4.2,80,0,-6,6,.
CN(c1ccccc1)c1ccc(/C=C(\CCC(=O)O)c2nc3ccccc3s2)cc1[N+](=O)[O-],17,-11,94,11,-0.9,95,-5,-6,9,-23
CCOCCCNC(=O)C1CCCN1S(=O)(=O)c1ccc(Cl)cc1 (stereo unspecified),-1,-24,105,0,0.2,100,3,0,6,.
CSc1ccc(S(=O)(=O)NCc2ccc(Cl)cc2)cc1,-7,-24,94,10,-0.9,109,-4,0,20,4
O=C(CSc1nc2ccccc2o1)N1c2ccccc2Sc2ccc(C(F)(F)F)cc21,3,-17,66,0,-0.4,62,1,-4,33,.
NC(=O)c1ccc(NC(=O)CCCN2C(=O)c3ccccc3C2=O)cc1,10,-43,103,0,0.1,94,-8,-2,29,-11
O=C(Cc1ccc(Cl)c(Cl)c1)OCC(=O)c1ccc[nH]1,-13,-12,95,2,0.5,85,-10,0,5,.
CCCCn1c(SCc2ccc(Cl)cc2)nc2c1c(=O)[nH]c(=O)n2C,-9,-38,91,0,-0.3,79,12,2,6,-9
COc1cc(CNCc2ccccn2)ccc1OCC(=O)NC1CCCCC1,1,-35,97,3,-1.5,86,4,-1,11,.
COc1ccc(N2CCN(C(c3cc(OC)ccc3OC)c3nnnn3CC3CCCO3)CC2)cc1 (stereo unspecified),-14,-11,0.9*,2,-1.2,0.7*,.,.,0,24
CCc1cc(-c2n[nH]c(=S)n2CC(C)C)cs1,-5,-40,97,7,-1.0,96,8,-4,2,.
Cc1cc(N(C)C)nc(SC(C)C)n1,12,-48,92,-1,-0.9,101,-11,0,17,-41
CCOC(=O)c1c(NC(C)=O)sc2c(OC)cccc12,3,-15,74,4,-2.0,73,-16,.,2,2
CCOc1cc(C)c(C(C)C)cc1S(=O)(=O)N1CC(C)OC(C)C1 (stereo unspecified),-3,-34,93,1,-0.5,93,1,-1,12,-23
CCOc1ccc(-c2cn[nH]c2N)cc1,7,-16,92,3,-2.9,100,-6,0,13,6
COc1c2ccoc2c(OC[C@@H](O)C(C)(C)OC)c2oc(=O)ccc12,-3,-44,108,0,0.1,104,2,.,5,.
COc1ccc(C)cc1-n1nnnc1SCc1cc(=O)n2cc(C)ccc2n1,27,-61,58,4,-1.1,69,-10,0,18,-42
CCc1nc(SCC(=O)c2cccs2)c2oc3ccccc3c2n1,2,-41,80,6,1.5,86,-13,.,4,.

# Assay outcomes (PubChem BioAssay)
